Source: PubChem BioAssay
CRFBP-R2 block: blocks CRF-induced signaling of the CRF-BP/CRF-R2 complex. 0.59% of 350,000 active. HEK293 CRF-R2/CRF-BP, CRF-induced calcium fluorescence. inhibition, % at 11.8 µM;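 active = inhibition of the ligand-induced calcium signal above about 50% at the single tested concentration, limit read from the data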
M5 ag: CHRM5 agonism in calcium assay. CHO-K1 hM5 cells, Fluo-8 calcium fluorescence; 0% DMSO wells, 100% maximal acetylcholine response. AID 624037. 0.19% of 360,000 active. P08912. activation, % at 3 µM;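 active = activation above the run's mean over test compounds plus 3 SD, cut at about 23% in these data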;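 also: signal is peak over basal fluorescence ratio across the kinetic read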
Target sequence (P08912 whole entry, looked up): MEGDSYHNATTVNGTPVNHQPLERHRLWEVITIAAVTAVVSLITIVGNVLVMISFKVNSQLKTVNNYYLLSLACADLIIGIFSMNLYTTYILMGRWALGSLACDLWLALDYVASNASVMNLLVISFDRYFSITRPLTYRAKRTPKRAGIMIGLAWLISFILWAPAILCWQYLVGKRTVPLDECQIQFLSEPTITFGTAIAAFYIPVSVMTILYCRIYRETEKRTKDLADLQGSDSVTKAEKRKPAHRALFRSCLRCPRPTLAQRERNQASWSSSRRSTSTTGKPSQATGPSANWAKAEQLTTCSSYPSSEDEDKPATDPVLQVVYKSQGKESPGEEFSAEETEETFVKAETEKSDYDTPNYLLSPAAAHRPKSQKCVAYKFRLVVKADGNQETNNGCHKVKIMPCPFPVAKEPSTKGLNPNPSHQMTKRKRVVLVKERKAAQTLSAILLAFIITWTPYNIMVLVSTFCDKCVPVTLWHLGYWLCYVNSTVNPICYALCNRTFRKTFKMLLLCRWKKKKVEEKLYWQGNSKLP
CRFBP-R2 agonist: CRF-BP/CRF-R2 complex agonism. HEK293 CRF-R2/CRF-BP, calcium dye fluorescence (FLIPR); percent of saturating CRF peptide response. activation, % at 13.2 µM. 0.46% of 350,000 active. AID 588473;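 active = activation of at least 50%, plus an integration ratio under a set limit after plate pattern correction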;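 also: plate controls were neutral control wells without compound for no effect and CRF at EC100 for full effect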
M5 antag: CHRM5 antagonism in calcium assay. CHO-hM5 cells, Fluo-8 calcium fluorescence, ACh EC80. inhibition, % at 3 µM. 0.59% of 360,000 active. AID 624040;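 active = inhibition above a per-plate cutoff, the mean of that plate's test compounds plus 3 SD, cut at about 27% in these data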;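 also: 0% = acetylcholine EC80 with DMSO and 100% = DMSO without agonist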
TAAR1 ag: human TAAR1 agonism | Q96RJ0 | CHO RD-HGA16 TAAR1, Fluo-8 calcium fluorescence; vehicle wells 0%, saturating PEA agonist 100% | activation, % at 3 µM | 0.99% of 360,000 active | AID 624467;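 active = activation above the mean activation of all test compounds in the run plus 3 SD, cut at about 38% in these data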
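Repeats: no replicates (n 1) | Material: CHO-derived RD-HGA16 cells with stable Gα16 and human TAAR1 | Technique: Kinetic Fluo-8 calcium fluorescence | Schedule: 17-24 h seeding, 75 min 37 °C dye, 30 min RT | Evaluation: % activation from peak over basal fluorescence ratio, DMSO-to-PEA scaled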
M4 PAM: positive allosteric modulators of human muscarinic M4 receptor; CHO-K1 hM4/Gqi5, Fluo-8 calcium fluorescence, ACh EC20; 0% = ACh EC20, 100% = maximal ACh; activation, % at 3 µM; 0.4% of 360,000 active;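 active = activation above its plate's cutoff, the mean activation of sample wells plus 3 SD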; also: some results filed as inactive read as strong as hits
Target sequence (P08173 whole entry, looked up): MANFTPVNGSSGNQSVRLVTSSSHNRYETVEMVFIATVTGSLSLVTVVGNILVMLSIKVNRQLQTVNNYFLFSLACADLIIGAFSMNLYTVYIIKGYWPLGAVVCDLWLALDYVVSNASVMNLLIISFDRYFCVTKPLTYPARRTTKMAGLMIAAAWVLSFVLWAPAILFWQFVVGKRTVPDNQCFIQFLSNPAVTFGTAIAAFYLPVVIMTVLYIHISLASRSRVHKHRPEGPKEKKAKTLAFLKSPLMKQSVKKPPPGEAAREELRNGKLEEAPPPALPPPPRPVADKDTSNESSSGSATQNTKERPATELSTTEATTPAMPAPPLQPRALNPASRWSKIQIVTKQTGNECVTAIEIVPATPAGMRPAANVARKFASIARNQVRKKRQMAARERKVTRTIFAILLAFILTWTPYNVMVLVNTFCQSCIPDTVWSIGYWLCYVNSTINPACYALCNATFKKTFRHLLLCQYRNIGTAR
TAAR1 antag: antagonists of human TAAR1. Q96RJ0. CHO RD-HGA16 TAAR1, Fluo-8 calcium fluorescence, antagonist. inhibition, % at 3 µM. 1.5% of 360,000 active. AID 624466;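 active = inhibition above a per-plate cutoff, the mean inhibition of test compounds on that plate plus 3 SD, cut at about 49% in these data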;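 also: 0% = DMSO plus EC80 beta-PEA response and 100% = DMSO alone without agonist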
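Test system: CHO RD-HGA16 cells bearing hTAAR1 | Reagent: β-PEA, EC80 | Compound dosing: 3 µM, single point | Schedule: Dye loading 75 min at 37 °C, then 30 min room temperature | Signal: Calcium fluorescence with Fluo-8 | Evaluation: Percent inhibition of PEA-evoked calcium signal, max/basal emission ratio | Control set: DMSO-only wells and EC80 β-PEA-stimulated wells | Repeats: Singlicate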
M5 PAM: positive allosteric modulators of human muscarinic M5 receptor. CHO-K1 hM5, Fluo-8 calcium, ACh EC20 PAM; 0% = ACh EC20, 100% = ACh EC100. activation, % at 3 µM. 0.3% of 360,000 active. P08912;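 active = activation above the run cutoff, the mean activation of all test compounds plus 3 SD, cut at about 18% in these data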
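Test system: CHO-K1 hM5 cells / Doses: single-point, 3 µM nominal / Times: Post-acetylcholine fluorescence recording 140 s / Technique: Fluo-8 calcium fluorescence / Measure: Max/basal fluorescence ratio as % of EC20–EC100 ACh window / Benchmarks: low control EC20 acetylcholine (0%), high control EC100 acetylcholine (100%) / Replicates: one well per compound, no replicates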
M1 PAM parental: counter-screen for M1 PAMs: effect in parental CHO-K1 cells; ATP EC20, Fluo-8 calcium fluorescence; 0% at ATP EC20, 100% at ATP max; activation, % at 3 µM; 0.02% of 360,000 active; AID 602247;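 active = activation above the run cutoff, the mean activation of all test compounds plus 3 SD, cut at about 40% in these data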;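 also: peak over basal fluorescence ratio in a 140 s read after ATP addition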
Starred values were filed as active, the others as inactive; . = no result given.

SMILES	CRFBP-R2 block	M5 ag	CRFBP-R2 agonist	M5 antag	TAAR1 ag	M4 PAM	TAAR1 antag	M5 PAM	M1 PAM parental
CCOC(=O)C(CCC(C)=O)C(=O)c1ccccc1 (centres undefined)	-1	1	-0.9	17	13	3	-5	-5	-7
O=S(=O)(c1ccccc1F)N1CCN(c2nc3ccccc3s2)CC1	-35	-2	4.8	0	0	-1	9	4	15
COC(=O)Nc1cc(C(F)(F)F)ccc1N1CCN(c2ccccc2)CC1	-5	1	-0.6	-4	4	1	-19	-4	5
CC(C)(C)[C@H]1C=C(C(=O)N2CCOCC2)O[C@@H](OCCCCO)C1	0	-1	-1.2	7	2	7	-7	6	4
Cc1ccc(NC(=O)/C=C/c2ccc(Cl)cc2)nc1	-30	-2	7.0	-2	3	6	9	-5	-6
O=C1CCCC2(O)C1C(c1cccc(Br)c1)NC(=O)N2Cc1ccccc1 (centres undefined)	1	0	1.0	-9	1	7	-3	4	15
CC(C1CC1)N(C(=O)NC1CCS(=O)(=O)C1)c1ccccc1 (centres undefined)	-1	2	-1.0	3	2	4	1	2	24
Cc1cc(Cl)ccc1C(=O)C1CCCN(C(=O)c2nonc2C)C1 (centres undefined)	-7	-5	-1.1	-7	1	-5	-7	2	17
CCOC(=O)c1cc(CC)sc1NC(=O)CC1Sc2ccc(C(F)(F)F)cc2NC1=O (centres undefined)	-45	-2	-1.7	-4	3	-3	-9	3	26
COc1ccc(-c2nn(-c3ccccc3F)cc2CNCCn2nc(C)cc2C)cc1	-4	-2	-0.3	-1	7	3	21	-1	18
CN(C)/C=N/c1ncc(C(=O)OC(C)(C)C)s1	5	-2	-1.3	5	2	2	-12	1	10
COc1ccc(Oc2cnc3ccccc3n2)cc1	-4	-2	-2.5	-3	2	8	-9	-1	6

Sorted by formula weight (falling): part of the list above
SMILES	CRFBP-R2 block	M5 ag	CRFBP-R2 agonist	M5 antag	TAAR1 ag	M4 PAM	TAAR1 antag	M5 PAM	M1 PAM parental
O=C1CCCC2(O)C1C(c1cccc(Br)c1)NC(=O)N2Cc1ccccc1 (centres undefined)	1	0	1.0	-9	1	7	-3	4	15
CCOC(=O)C(CCC(C)=O)C(=O)c1ccccc1 (centres undefined)	-1	1	-0.9	17	13	3	-5	-5	-7
CN(C)/C=N/c1ncc(C(=O)OC(C)(C)C)s1	5	-2	-1.3	5	2	2	-12	1	10

The results go on.
SMILES	CRFBP-R2 block	M5 ag	CRFBP-R2 agonist	M5 antag	TAAR1 ag	M4 PAM	TAAR1 antag	M5 PAM	M1 PAM parental
CSc1nc(Oc2ccc3ccccc3c2)c2ccccc2n1	8	3	1.0	4	2	2	0	0	-9
Cc1occc1C(=O)Nc1ccc(Br)cc1F	-20	-3	-0.8	-6	-1	7	-6	30*	-5
Cc1cccc(N/C(=N/S(=O)(=O)c2ccccc2)c2ccccc2)n1	14	-5	-0.4	-8	0	4	-8	2	1
COc1ccc(CN(C(=O)CSc2nnc(-c3ccc(F)cc3)o2)c2ccc(F)cc2)cc1	-15	3	-5.4	6	0	6	-34	-3	18
COc1ccc(NC(=O)CC2SC(N3CCOCC3)=NC2=O)cc1OC (centres undefined)	9	4	0.2	5	-1	7	3	14	24
O=C(CNc1cc([N+](=O)[O-])ccc1NCCO)Nc1cccc(S(=O)(=O)N2CCCCC2)c1	-10	1	-1.4	1	2	3	-6	-2	5
CCOc1ccc(-n2c(=O)c3sccc3n(CC(=O)NCC3CCCO3)c2=O)cc1 (centres undefined)	1	-1	-1.4	11	1	-11	-1	1	9
CCCCC[C@@H](/C=C/C1C(=O)C=C[C@H]1C/C=C\CCCC(=O)O)OC(C)=O (some centres undefined)	5	1	-0.2	4	0	-1	-20	2	13
CCc1ccccc1NC(=S)N(CCN1CCCCCC1)Cc1ccco1	-12	-12	-0.4	1	0	-5	-20	2	-2
Cc1cc(OCc2cc(C(=O)N(C)C3CCOCC3)no2)cc(C)c1Cl	2	0	-0.9	4	10	-9	24	1	7
Cc1onc2c(=O)n(-c3ccccc3)nc(-c3ccccc3)c12	16	-1	-1.0	3	-1	2	-40	1	13
CC(=O)[C@@H]1[C@@H](C(=O)c2ccc(F)cc2)[C@]2(C(=O)Nc3ccccc32)[C@H]2C=Cc3cc(F)ccc3N12	8	14	-0.8	-17	6	8	-41	8	14
CCOc1ccc2[nH]c(=O)c(CN(Cc3ccccc3OC)C(=O)c3ccccc3)cc2c1	-78	1	-1.1	-1	3	3	16	0	16
CN1CCCN(c2ncnc3scc(-c4ccc(F)cc4)c23)CC1	-15	-11	0.2	5	10	-8	1	-13	21
Cc1c(C(=O)NCCN2C(=O)S/C(=C\c3cccnc3)C2=O)cccc1[N+](=O)[O-]	3	1	1.0	2	3	-9	6	-2	10
C/C=C/c1ccc(OCCCCn2cncn2)c(OC)c1	-1	-5	-1.1	1	-1	-2	8	-1	17
CC(OC(=O)c1ccc2c(c1)OCO2)C(=O)NC1CCCCC1 (centres undefined)	2	2	-0.4	10	0	8	-25	5	5
CC(C)C(NC(=S)Nc1ccccc1)C(=O)O (centres undefined)	1	0	0.1	5	0	2	1	-11	7
CCOc1ccc(S(=O)(=O)NCCOC)cc1C	1	-3	-0.3	-5	1	6	-3	0	14
CCOc1ccc(C(=O)CC(C(=O)O)N2CCCCC2)cc1 (centres undefined)	0	-1	0.0	4	.	6	.	0	4
COc1ccc(-c2csc(NC(=O)CCNC(=O)c3ccco3)n2)cc1OC	-3	2	0.9	9	11	-2	28	-10	19
CCOC(=O)N1CCN(C(=O)c2ccccc2NS(=O)(=O)c2ccc(C)cc2)CC1	-2	-3	-1.8	3	2	0	-29	0	-21
CN(C)c1ccnc(SCc2ccccc2Cl)c1C#N	-58	6	6.7	1	10	16	21	-3	25
COc1ccc(OC)c(NC(=O)COC(=O)CNC(=O)c2ccc(OC)c(OC)c2)c1	5	0	0.0	3	15	0	-4	-1	8
Cc1sc2nc(CN3CCN(S(=O)(=O)c4cccc5nonc45)CC3)[nH]c(=O)c2c1C	4	0	-0.8	-3	0	-3	10	2	18
COc1ccc(NC(=O)CN2C(=O)C(C)Oc3ccc(C)cc32)cc1 (centres undefined)	-8	5	-1.2	-8	2	5	-22	12	-8
C#CCNC(=O)C1=C[C@@H](C2CC2)C[C@@H](OCCCCO)O1	10	1	2.9	14	0	3	0	-4	7
CC1CCN(S(=O)(=O)c2ccc(C(=O)Nc3nnc(-c4ccncc4)o3)cc2)CC1	-24	-3	2.8	-4	-1	0	-3	2	23
COc1ccc(C2C3=C(CC(C)(C)CC3=O)Oc3ncn(Cc4ccccc4)c(=N)c32)cc1 (centres undefined)	-25	-4	-2.6	6	4	1	-4	5	16
Cc1[nH]c2ccccc2c1SCCNC(=O)c1ccc(Br)o1	32	-4	-1.1	6	3	-4	27	-11	13
O=C(NCCc1ccc(F)cc1)c1ccc(S(=O)(=O)N2CCCCC2)cc1	-21	4	13	5	10	-4	-1	-2	24
O=C1c2ccccc2NC(c2cn[nH]c2-c2ccc(Cl)cc2)N1O (centres undefined)	5	-3	-0.4	-10	4	3	-21	9	13
CC(C)CC(N)c1csc(NC(=O)C(c2ccccc2)c2ccccc2)n1 (centres undefined)	.	9	.	3	75*	1	66*	4	22
CCCCCC1CCC(C(=O)N2CCOCC2)CC1 (centres undefined)	1	-5	0.2	9	-2	-3	-16	5	23
O=C(Cn1cnc2c(nnn2Cc2ccc(F)cc2)c1=O)NCc1ccco1	-21	0	3.9	5	1	7	8	-1	16
O=C(NC(c1ccccc1)c1ccsc1)C1CCN(CCOc2ccc(Cl)cc2Cl)CC1 (centres undefined)	.	1	.	-4	16	7	22	2	-2
COc1ccc(/C=N\N2CCN(Cc3ccccc3Cl)CC2)cc1	12	1	-0.9	-15	5	0	-20	13	0
Nn1c(SCC(=O)Nc2nccs2)nnc1C1CC1	-18	-3	1.9	12	1	0	-7	-3	15
O=C1COc2ccc(S(=O)(=O)NCCc3ccc(Cl)cc3)cc2N1	3	-2	-0.9	-3	5	13	-24	-1	16
CCOc1ccc(Br)cc1CSC(=N)N	0	-4	-1.1	30*	70*	-5	26	-8	12
CC[C@H](C)[C@@H]1NC(=O)[C@@H](CC(C)C)NC(=O)[C@H](C(C)C)NC(=O)[C@H]2CSSC[C@H](NC1=O)C(=O)N2	.	3	.	2	20	2	-23	1	1
Cc1nc2c(OCc3ccc(F)cc3)cccn2c1N(C)C(=O)CCC1CCCC1	.	0	.	5	4	-17	26	-5	4
Nc1ccc2nc(CCCO)[nH]c2c1	-4	-3	2.7	9	0	2	9	2	15
NS(=O)(=O)c1ccc(CNC(=O)NC23CC4CC(CC(C4)C2)C3)cc1	3	2	-1.2	-3	.	-1	.	9	11
O=C1CC(N2CCN(c3ccccc3)CC2)C(=O)N1c1ccc2c(c1)OCO2 (centres undefined)	16	2	0.9	5	8	-2	5	1	12
O=C(Cn1c(CN2CCCCC2)nc2ccccc2c1=O)Nc1ccccc1	-13	2	-0.8	-8	4	12	-24	10	16
CCOC(=O)CN(c1cccc(C(C)=O)c1)S(C)(=O)=O	18	0	-1.9	6	.	5	.	-1	15
O=C(Nc1cccc(C(=O)O)c1)/C(=C\c1ccc2c(c1)OCO2)NC(=O)c1ccccc1Cl	-6	-5	1.3	21	1	-5	2	-7	8
CNC(=S)N1CCN(c2ccc([N+](=O)[O-])cc2)CC1	-18	4	2.5	2	6	-1	6	-2	-2
CCOC(=O)C1CCN(CC(=O)Nc2c(C(=O)OC)[nH]c3cccc(Cl)c23)CC1	-21	2	2.6	4	11	-8	-5	-5	-1
CCNC(=O)CN(c1ccc(F)cc1)S(=O)(=O)c1ccc2c(c1)OCCO2	-3	0	1.8	1	-2	0	2	-1	11
O=C(Cn1ncn2c(cc3ccccc32)c1=O)NCCCc1ccccc1	0	-2	1.2	-10	.	8	.	0	17
N#CNC(=Nc1ccccc1F)SCc1ccc(C(=O)O)cc1	-17	-2	-0.8	-2	16	2	-5	2	7
Cc1ccc(Cn2c(C3CCCN3c3nc(-c4ccc(F)cc4)cs3)nc3cc(C(=O)NCCCO)ccc32)cc1 (centres undefined)	-1	1	1.2	12	4	-8	-1	-11	2
Cc1cc(Cl)c2oc(C(=O)N3CCOCC3)c(C)c2c1	-8	0	-0.7	-2	0	3	-4	1	9
CCn1cc(CNCc2cn(C)nc2-c2ccc(C3CCCCC3)cc2)cn1	1	1	-1.4	2	7	8	-7	4	16

2 of these compounds, set out differently.
| Molecule | CRFBP-R2 block | M5 ag | CRFBP-R2 agonist | M5 antag | TAAR1 ag | M4 PAM | TAAR1 antag | M5 PAM | M1 PAM parental |
| --- | --- | --- | --- | --- | --- | --- | --- | --- | --- |
| N#CNC(=Nc1ccccc1F)SCc1ccc(C(=O)O)cc1 | -17 | -2 | -0.8 | -2 | 16 | 2 | -5 | 2 | 7 |
| Cc1ccc(Cn2c(C3CCCN3c3nc(-c4ccc(F)cc4)cs3)nc3cc(C(=O)NCCCO)ccc32)cc1 (centres undefined) | -1 | 1 | 1.2 | 12 | 4 | -8 | -1 | -11 | 2 |
